# Tau fibril FP: blocks human tau fibril formation measured by polarization | AID 1468 | actives 0.39% (n = 280,000) | Potency, µM (doses to about 57.7 µM), for the others: at the top dose activity, negative = inhibition, actives largely listed as inhibitors | K18 P301L tau heparin fibrillization, Alexa594 FP, 6 h | P10636; further: on the % scale 0 is the no-effect control and ±100 the full control effect; nearly all actives have a fitted effect of over 55% in size
# Target sequence (P10636 561-689 P618L limits assumed): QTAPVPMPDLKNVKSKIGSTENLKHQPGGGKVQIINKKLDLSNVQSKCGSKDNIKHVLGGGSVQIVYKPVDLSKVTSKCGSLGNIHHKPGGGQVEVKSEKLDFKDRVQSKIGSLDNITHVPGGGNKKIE
#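 FP of Alexa 594-tau after heparin (20 uM) induction. Substrate: human K18 P301L, 15 uM unlabeled, 0.24 uM labeled. Buffer 100 mM sodium acetate pH 7. 6 hr, 37 C.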
# HTT ATP protect: Huntington cell model cytoprotection by ATP luminescence; PC12 HTT-Q103 induced, cytoprotection, ATP luminescence, 40 h; Potency, µM (doses to about 56.4 µM), for the others: cytoprotection (ATP increase), hits mostly activators; actives 0.14% (n = 230,000); AID 1471;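 further: % of control where 0% means no effect; nearly all actives have a fitted effect of over 45% in size; toxic huntingtin expression switched on by the ecdysone agonist tebufenozide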
#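 Rat PC12, Q103 Htt exon1-GFP fusion, ecdysone promoter; tebufenozide inducer 100 nM final; compound titration; qHTS, 1500 cells/well; ATPlite luminescent read.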
# KDM4E inh: JMJD2E (human) inhibition; B2RXH2; JMJD2E catalytic domain, FDH-coupled NADH fluorescence (FDH is formaldehyde dehydrogenase); Potency, µM (highest dose often 57.1 µM), for the others: at the highest dose activity change, negative = inhibition, hits mostly inhibitors; actives 1.6% (n = 230,000); AID 2147; active means well fitted inhibition curve with a large enough effect, not every such curve was filed as active; inconclusive means small, poorly fitted or top-dose-only effect, or another doubt; inactive means no such curve, though single readings can be large or run the other way;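 further: 0% = wells with enzyme and -100% = buffer wells without enzyme; nearly all actives have a fitted effect of over 50% in size; many of its hits are not listed in these tables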
# Target sequence (B2RXH2 1-337 limits assumed): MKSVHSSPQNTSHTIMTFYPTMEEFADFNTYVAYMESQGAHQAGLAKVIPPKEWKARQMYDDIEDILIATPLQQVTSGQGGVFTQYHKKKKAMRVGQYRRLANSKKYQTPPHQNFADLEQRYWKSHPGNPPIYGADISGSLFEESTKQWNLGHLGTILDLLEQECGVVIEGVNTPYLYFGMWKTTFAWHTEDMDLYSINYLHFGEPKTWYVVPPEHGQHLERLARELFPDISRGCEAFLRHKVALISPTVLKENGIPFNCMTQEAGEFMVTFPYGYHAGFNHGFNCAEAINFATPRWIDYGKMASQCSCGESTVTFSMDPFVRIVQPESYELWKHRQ
# ALDH1A1 inh: inhibitors of human aldehyde dehydrogenase 1A1; Potency, µM (series often up to 75.3 µM), inactives show top-dose activity, negative = inhibition, hits mostly inhibitors; actives 7.3% (n = 220,000); Purified ALDH1A1, NADH fluorescence, propionaldehyde substrate; P00352; active means well fitted inhibition curve with a large enough effect, not every such curve was filed as active; inconclusive means small, poorly fitted or top-dose-only effect, or another doubt; inactive means no such curve, though single readings can be large or run the other way;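 further: plate controls were no enzyme wells and a reference inhibitor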
# Target sequence (P00352 whole entry, looked up): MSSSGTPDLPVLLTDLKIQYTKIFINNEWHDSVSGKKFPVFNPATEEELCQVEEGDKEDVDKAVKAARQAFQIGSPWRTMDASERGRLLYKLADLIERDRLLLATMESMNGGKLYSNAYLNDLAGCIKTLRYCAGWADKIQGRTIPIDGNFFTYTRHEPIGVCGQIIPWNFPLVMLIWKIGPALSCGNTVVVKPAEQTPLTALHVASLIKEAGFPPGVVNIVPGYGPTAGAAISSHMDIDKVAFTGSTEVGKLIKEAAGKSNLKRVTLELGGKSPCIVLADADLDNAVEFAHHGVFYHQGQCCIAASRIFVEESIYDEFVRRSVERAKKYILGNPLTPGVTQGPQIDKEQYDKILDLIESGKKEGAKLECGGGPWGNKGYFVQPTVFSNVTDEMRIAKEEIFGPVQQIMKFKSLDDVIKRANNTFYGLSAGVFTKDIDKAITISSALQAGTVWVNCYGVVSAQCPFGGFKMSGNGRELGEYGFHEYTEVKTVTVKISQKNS
# HTT aggregate: mutant huntingtin aggregation inhibition; Potency, µM (doses to about 46.1 µM), for inactives: at the highest dose activity change, negative = inhibition, hits mostly inhibitors; PC12 HttQ103-GFP aggregates, Acumen cytometry, 40 h; actives 1.1% (n = 220,000); AID 1688; further: on the % scale 0 is the no-effect control and ±100 the full control effect; nearly all actives have a fitted effect of over 60% in size
#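 Huntingtin Q103 exon 1–GFP aggregates in induced PC12 cells (100 nM tebufenozide) were quantified by cytometry from lysates, with compounds dosed in titration.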
# SMN2 splice up: enhancers of SMN2 splice variant expression; HEK293 SMN2-luciferase splicing reporter, luminescence, 30-36 h; Potency, µM (doses to about 46.1 µM), without a hit: at the top dose activity change, positive = activation, hits mostly activators; actives 2.8% (n = 210,000); further: % of control where 0% means no effect; nearly all actives have a fitted effect of over 55% in size
#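 HEK293 cells carry an SMN2 minigene-luciferase reporter in which exon 7 inclusion puts luciferase in frame. Cells were seeded at 2000 cells/well, attached for 10-12 hours, then exposed to compounds for 30-36 hours at 37C before ONE-Glo luminescence.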
# Tau fibril ThT: inhibitors of human tau fibril formation, thioflavin T binding; P10636; recombinant tau K18 P301L, heparin-induced fibrillization, ThT fluorescence; Potency, µM (top dose mostly 57.4 µM), for inactives: at the highest dose activity, negative = inhibition, usual class: inhibitors; actives 2.1% (n = 270,000); AID 1460; further: on the % scale 0 is the no-effect control and ±100 the full control effect; nearly all actives have a fitted effect of over 55% in size
#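 Tau K18 P301L fragment (15 uM unlabeled plus 0.24 uM Alexa 594-labeled) in 100 mM sodium acetate pH 7 with compound, fibrillization induced by 20 uM heparin for 6 hr at 37 C. Thioflavin T (30 uM) added, fluorescence read after 1 hr (ex 450, em 510 nm).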
# Tau fluor counter: counter-screen for tau fibril formation inhibitors | tau K18 P301L Alexa594 fluorescence, heparin fibrillization | Potency, µM (titrated, usually from 57.7 µM), for the others: top-dose activity change, negative = decrease | actives 0.93% (n = 280,000); further: on the % scale 0 is the no-effect control and ±100 the full control effect; nearly all actives have a fitted effect of over 55% in size
#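 Human tau K18 P301L (15 uM unlabeled, 0.24 uM Alexa 594-labeled) in 100 mM sodium acetate pH 7 with 20 uM heparin, 6 hr at 37 C. ThT 30 uM added, 1 hr ambient; Alexa 594 FP and total fluorescence read at 555/632 nm.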
# * hit, by the source's call; ? = inconclusive; nt = not tested or not shown; & = joins results of further samples; [ ] = dose if it differs, or a comment. Unless noted, the call rests on the fitted dose curve; in most records, active means well fitted curve in the direction sought with a large enough effect; inconclusive means small, poorly fitted or top-dose-only effect, or another doubt; inactive means no such curve, though single readings can be large; an effect the other way counts as inactive or inconclusive. Potency means the concentration at half of the fitted maximal effect.
SMILES,Tau fibril FP,KDM4E inh,SMN2 splice up,HTT ATP protect,ALDH1A1 inh,HTT aggregate,Tau fluor counter,Tau fibril ThT
O=C(Nc1nnc(-c2ccco2)o1)c1ccc([N+](=O)[O-])s1,-5.3%,?,-9.8%,-173.3%,?,11.2µM*,-14.9%,?
COc1cc(/C=N/n2c(-c3n[nH]c4c3CCC4)n[nH]c2=S)ccc1O,-7.8%,-5.5%,nt,-3.0%[10 µM],nt,-8.5%[9.22 µM],-7.1%,-12.1%
Fc1ccccc1CSc1ncnc2sc3c(c12)CCCC3,-5.4%,-14.0%,-13.3%,6.9%[10 µM],?,-6.7%,-2.5%,-1.3%
CCNC(=S)Nc1ccc(Cl)c(C(F)(F)F)c1,-13.3%,0.3%,-26.3%,-5.4%[10 µM],-0.3%,-29.5%,-7.7%,16.5%
CCCn1c(N2CCC(Cc3ccccc3)CC2)nc2c1c(=O)[nH]c(=O)n2C,12.5%,6.8%,-16.3%,-29.3%,?,-2.2%,-4.4%,?
COC(=O)c1cc2oc3ccccc3c2n1CC(=O)Nc1ccc(C)c(F)c1,?,nt,-2.8%,nt,nt,nt,-17.9%,10.4%
CCc1ccccc1NC(=S)NN,-13.3%,-20.9%,-14.3%,-39.6%[inhibitor],?,-9.0%,-12.7%,?
Cc1ccc(C(=O)Nc2ncc3c(Cl)cccc3n2)cc1,-2.5%,-2.5%,0.0316µM*,-16.2%,-6.8%,5.5%,1.3%,?
O=C(Nc1ncc(S(=O)(=O)c2ccc([N+](=O)[O-])cc2)s1)c1ccccc1F,-8.7%,3.3%,nt,10.6%[10 µM],nt,-1.9%[9.22 µM],-22.4%,2.4%
CC(C)c1ccccc1NC(=O)c1cccnc1,9.0%,4.1%,7.8%,-16.8%[10 µM],8.0%,-6.8%,5.8%,-2.5%
Cc1ccccc1-n1c(C)cc(/C=N/Nc2ccc([N+](=O)[O-])cn2)c1C,3.5%,-10.0%,22.6%,-28.4%,?,5.3%,?,4.47µM*
COc1ccc(C2CC(c3ccccc3)=NN2C(=O)COC(=O)C2(C)CC2(Cl)Cl)cc1 (stereo unspecified),-4.7%,?,5.3%,-73.5%[inhibitor],?,?,-14.9%,-15.3%
CCn1c(Cc2ccc(OC)cc2)nnc1SCC(=O)N1CCN(c2ccccc2)CC1,-2.9%,17.7%,-50.5%[inhibitor],-4.0%,3.2%,-25.8%,-8.9%,-17.3%
COC(=O)[C@@]1(Cc2ccc(F)cc2)[C@H]2c3cc(C(=O)N(C)C)n(Cc4c(CO)[nH]cc(C)c4=O)c3C[C@H]2CN1C(=O)c1ccccc1,1.6%&7.4%,?,-27.8%&8.5%,-4.9%,-10.7%&-1.4%,-16.9%,-3.7%&-0.6%,0.8%&-4.9%
Cc1cccc(OCC(=O)NCC(=O)N/N=C/c2c(C)[nH]c3ccccc23)c1,14.6%,-2.6%,nt,17.0%[10 µM],nt,13.9%[9.22 µM],?,?
Cc1nnc(SCC(=O)N2CCc3ccccc32)s1,-7.2%,-2.7%,14.4%,-5.0%,28.2µM*,23.8%,-13.4%,?
Cc1cc2ccccn2c1C(=O)c1ccncc1,2.5%,8.7%,-2.4%,4.6%[10 µM],-0.7%,-7.0%,5.2%,-17.5%
COc1ccc(N2C(=O)CCC(C(=O)NCc3cccnc3)C2c2ccc(OC)c(OC)c2)cc1 (stereo unspecified),-1.9%,6.5%,2.1%,-9.6%,3.8%,12.8%[9.22 µM],-3.6%,-5.5%
CCN(CC)c1ccc2cc(S(=O)(=O)c3ccc(C)cc3)c(=O)oc2c1,5.6%,-17.2%,6.9%,nt,-4.3%,2.4%,-20.7%,-2.0%
NS(=O)(=O)c1cc2c(cc1Cl)NC(C1CC3C=CC1C3)NS2(=O)=O (stereo unspecified),-2.4%,-6.6%,-12.4%,-275.1%[inhibitor],8.6%,9.7%,-8.7%,-0.8%

# Arranged by value in HTT aggregate (descending): some entries from above
SMILES	Tau fibril FP	KDM4E inh	ALDH1A1 inh	HTT aggregate	Tau fibril ThT
Cc1ccc(C(=O)Nc2ncc3c(Cl)cccc3n2)cc1	-2.5%	-2.5%	-6.8%	5.5%	?
CCc1ccccc1NC(=S)NN	-13.3%	-20.9%	?	-9.0%	?
CCNC(=S)Nc1ccc(Cl)c(C(F)(F)F)c1	-13.3%	0.3%	-0.3%	-29.5%	16.5%

# More results:
SMILES,Tau fibril FP,KDM4E inh,SMN2 splice up,HTT ATP protect,ALDH1A1 inh,HTT aggregate,Tau fluor counter,Tau fibril ThT
Cc1nn(-c2ccccc2)c(Cl)c1C(=O)NCC(=O)O,-0.9%,-3.0%,2.8%,-5.1%[10 µM],9.7%,-5.6%,-6.9%,-7.2%
O=C(Nc1cnn(C23CC4CC(CC(C4)C2)C3)c1)c1cc(-c2ccccc2)on1,-2.1%,3.2%,5.0%,5.7%[0.074 µM],4.6%,-1.7%,-17.4%,-1.5%
CCOC(=O)C(=CNc1ccc(C#N)cc1)C(=O)OCC,-2.3%,-4.8%,0.7%,-30.7%[inhibitor],-6.2%,6.1%,-1.0%,1.1%
NS(=O)(=O)c1ccc(NC(=S)NCC2CCCO2)cc1 (stereo unspecified),0.4%,0.7%,0.1%,nt,28.2µM*,-6.4%,0.0%,2.0%
N/C(=N\OC(=O)c1ccc2ccccc2c1)c1cccc([N+](=O)[O-])c1,-19.5%,6.1%,13.9%[1.84 µM],-12.3%[10 µM],13.6%,-11.1%,?,?
O=C(CCCOc1ccccc1)N1CCN(S(=O)(=O)c2cccs2)CC1,-2.6%,-3.8%,-1.7%,0.0%,-4.8%,9.9%,-10.7%,-12.8%
CC(=O)Nc1ccc2sc(C)nc2c1,-1.2%,4.3%,nt,11.0%[10 µM],1.6%,19.9%[9.22 µM],-5.8%,-9.2%
Cc1c(Cl)cccc1NC(=O)CC(C(=O)O)C1CCCO1 (stereo unspecified),-5.2%,5.8%,6.2%,-11.7%[10 µM],-3.0%,-1.9%,-5.4%,-7.7%
CCCN1CC23C=CC(O2)C(C(=O)O)C3C1=O (stereo unspecified),10.8%,2.6%,18.1%,-1.3%,8.4%,-16.4%,2.4%,-3.5%
Cc1cccc(NC(=O)c2nc[nH]c2C(=O)N[C@@H](Cc2ccccc2)C(=O)OCc2ccccc2)c1,11.2µM*,?,nt,8.0%[10 µM],nt,-0.5%[9.22 µM],?,?
Cc1ccc2c(c1)COc1c3ccc(C(=O)N[C@@H](C)CO)cc3nn1-2,3.2%,?,nt,-36.5%[10 µM],nt,-25.1%[9.22 µM],-2.6%,-15.9%
Cc1cccc(CC(=O)c2c[nH]c3ccccc23)c1,-14.4%,8.1%,nt,4.8%[10 µM],nt,-17.5%[9.22 µM],-15.9%,-3.6%
O=C(CSc1nc2ccc(Cl)cc2[nH]1)N1CCN(C(=O)c2ccco2)CC1,2.6%,3.5%,-16.4%,5.0%[10 µM],22.4µM*,9.5%,-8.0%,-7.9%
O=C(CN1CCc2ccccc2C1)Nc1cc(S(=O)(=O)N2CCOCC2)ccc1N1CCOCC1,4.8%,-3.2%,-3.9%,16.5%[10 µM],-10.9%,?,12.6%,-1.5%
Cc1ccccc1CC1(CO)CCCN(Cc2nc(-c3cccs3)oc2C)C1 (stereo unspecified),2.4%,?,nt,30.1%[10 µM],-5.4%,16.9%[9.22 µM],0.8%,-5.6%
COc1ccc(CCC(=O)N2c3ccccc3CC2C)cc1 (stereo unspecified),4.8%,2.5%,38.7%,2.0%[10 µM],?,-8.7%,-7.0%,-13.9%
Cc1cc(C)c2nc(NNC(=O)c3ccc(S(=O)(=O)N4CCc5ccccc5C4)cc3)sc2c1,3.4%,4.5%,-115.9%[inhibitor],nt,?,6.2%,?,-17.1%
O=C1C=C(NNC(=O)c2ccncc2)CC(c2ccccc2)C1 (stereo unspecified),-0.5%,?,0.5%,-1.0%,8.91µM*,9.2%,-1.0%,1.5%
CCN(C(=O)COC(=O)/C=C/c1ccccc1[N+](=O)[O-])C1CCS(=O)(=O)C1 (stereo unspecified),2.6%,-6.9%,6.6%,-12.7%[10 µM],4.1%,-5.9%,-5.3%,-2.3%
CCc1c(C)nc(SCC(=O)Nc2nc(-c3ccc(OC)cc3)cs2)[nH]c1=O,-6.3%,0.1%,-18.4%,nt,5.6%,nt,-13.8%,-3.8%
Cc1nc2c(ccc3nc(NC(=O)C4CC4)sc32)s1,-2.7%,1.5%,-50.8%[inhibitor],-39.1%[inhibitor],-11.6%,-17.4%,-23.2%,?
O=C(O)CC(c1cccc([N+](=O)[O-])c1)N1Cc2ccccc2C1=O (stereo unspecified),-1.4%,-4.1%,nt,1.3%[10 µM],0.0%,6.9%[9.22 µM],2.4%,-0.3%
CC(=O)Nc1ccc(S(=O)(=O)N2CCN(c3cc(C(F)(F)F)ccn3)CC2)cc1,?,?,nt,-8.7%[10 µM],?,-3.6%[9.22 µM],-27.8%,0.5%
CC(C)C(C(=O)NC1CCCCC1)N(CC1CCCO1)C(=O)CNS(=O)(=O)c1ccc(F)cc1 (stereo unspecified),-8.0%,-0.9%,-6.9%,-3.5%,9.1%,-7.6%,-17.3%,-8.7%
Cc1ccc(NC(=O)c2cccnc2C(=O)Nc2ccc(C)cc2)cc1,1.5%,?,9.9%,nt,-4.0%,15.6%,0.4%,-0.9%
CC(=O)OCC(=O)Nc1c(C)cccc1C,1.0%,3.1%,-20.1%,-8.6%,2.7%,3.6%,2.9%,-3.6%
O=CNCC(=O)NCCc1ccc(Cl)cc1,-2.1%,-1.9%,nt,1.2%[0.074 µM],5.8%,3.9%,-10.6%,-27.3%

# Assay outcomes as filed in PubChem BioAssay.

# Some of the compounds tested; the hit share may differ from the screen's.
